tim10-1 inh: inhibits growth of tim10-1 mutant yeast; inhibition, % at 20 µM; 330,000 compounds, 2.2% hits; S. cerevisiae tim10-1 ts strain growth, BacTiter-Glo, 24 h;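 active = inhibition of at least 40%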;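 also: mutant grown at 25 °C; 0% = DMSO wells with yeast and 100% = wells holding no yeast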
UPR XBP1 act: activators of adaptive arm of unfolded protein response (XBP1); activation, % at 20 µM; AID 463104; CHO-XBP1 luciferase reporter, IRE1-XBP1 UPR activation, luminescence; percent of tunicamycin response, DMSO as zero; 330,000 compounds, 0.33% hits;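 active = versus positive control, 20 µM dose yields 30% or more activation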;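 also: 100% = tunicamycin at 10 µg/mL and 0% = DMSO only wells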
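incubation = overnight seeding at 37 °C, 6 h compound treatment at 37 °C | assay system = CHO-XBP1 cells stably carrying IRE1-XBP1-driven luciferase reporter | input = 1000 cells per well | detection = luciferase luminescence | dosing = single point, 20 µM final compound, 1% DMSO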
TIM10 inh: inhibits growth of TIM10 yeast strain; S. cerevisiae TIM10 strain growth, BacTiter-Glo luminescence, 24 h; inhibition, % at 10 µM; 330,000 compounds, 1.4% hits; AID 463195;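 active = inhibition of 40% or more at the single tested concentration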;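 also: wild-type TIM10 isogenic control strain grown at permissive 25 °C; 0% = DMSO yeast wells and 100% = minimal medium wells without yeast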
tim23-1 inh: inhibits growth of tim23-1 mutant yeast; inhibition, % at 20 µM; S. cerevisiae tim23-1 growth, BacTiter-Glo luminescence, 24 h; 330,000 compounds, 1.3% hits;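 active = growth inhibition of the mutant yeast at or above 50%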;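 also: temperature-sensitive mutant grown at 25 °C; plate controls were DMSO-treated mutant yeast for no effect and medium wells lacking yeast for full effect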
Mdm2 MdmX PPI: inhibitors of human Mdm2/MdmX interaction | O15151+Q00987 | SaOS-2 split-luciferase Mdm2/MdmX complementation, luminescence | inhibition, % at 8 µM | 330,000 compounds, 3% hits;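 active = inhibition of at least 50% at 8 µM in the primary screen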
NALP3 yeast inh: NALP3 inhibition in yeast; Yeast reconstituted NLRP3/ASC/caspase-1, beta-gal luminescence, 24 h; inhibition, % at 10 µM; 330,000 compounds, 0.39% hits; AID 2825;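 active = inhibition of 50% or more; inactive = inhibition below 50%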;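 also: plate controls were induced DMSO wells for no effect and uninduced yeast grown without galactose for full effect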
GRIN3A LBD mod: modulators (binders) of human NR3A ligand-binding domain; NR3A LBD differential scanning fluorimetry, Tm shift; 0% = protein alone, 100% = glycine-bound protein; Tm shift relative to glycine control, % at 25 µM; 340,000 compounds, 2.5% hits; AID 1259313;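 active = melting temperature shift of at least 10% of the positive control shift, at one fixed dose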
UPR CHOP act: activators of apoptotic arm of unfolded protein response (CHOP); AID 449763; 330,000 compounds, 0.34% hits; activation, % at 10 µM; CHO-CHOP luciferase reporter, UPR activation, luminescence; percent of tunicamycin response over DMSO baseline;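 active = at 10 µM dose, activation of 40% or more, normalized to positive control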;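 also: 100% = tunicamycin at 10 µg/mL and 0% = DMSO alone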
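Test system: CHO CHOP reporter cells. Input: 500 CHO-CHOP cells per well. Medium: F12 with 10% FBS. Technique: luciferase luminescence. Measure: percent activation relative to tunicamycin control. Dosing: 10 µM compound, 0.5% DMSO. Timing: 16-18 h cell attachment, then 6 h compound exposure, 37 °C.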
APJ ag: APJ receptor agonism; CHO-K1 APJ PathHunter beta-arrestin, luminescence; 0% DMSO wells, 100% apelin; activation, % at 20 µM; 330,000 compounds, 0.11% hits; AID 2520;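 active = activation more than six SD over the plate average, tested at 20 µM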;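 also: 0% = DMSO alone and 100% = apelin-13 at 10 nM; some results filed as inactive read as strong as hits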
Target sequence (P35414 whole entry, looked up): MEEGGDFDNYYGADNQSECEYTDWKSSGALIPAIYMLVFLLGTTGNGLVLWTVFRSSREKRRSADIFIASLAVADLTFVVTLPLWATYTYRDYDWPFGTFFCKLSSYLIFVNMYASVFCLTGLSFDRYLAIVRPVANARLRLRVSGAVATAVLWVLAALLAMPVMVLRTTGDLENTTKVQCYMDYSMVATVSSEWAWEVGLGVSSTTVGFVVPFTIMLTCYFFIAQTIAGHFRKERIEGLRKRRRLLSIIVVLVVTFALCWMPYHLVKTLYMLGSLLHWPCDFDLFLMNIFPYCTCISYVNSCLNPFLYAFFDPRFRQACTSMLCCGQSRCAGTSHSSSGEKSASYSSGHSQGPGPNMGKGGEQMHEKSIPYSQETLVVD
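Test system – PathHunter CHO-K1 APJ (AGTRL-1) beta-arrestin reporter cells · Input – 1000 cells/well · Compound – single test compound dose, 20 µM final, 1% DMSO · Times – compound stimulation 90 min at 25 °C, detection 60 min · Technique – beta-gal luminescence · Read-out basis – APJ–arrestin association signal · Control set – negative DMSO alone, positive Apelin-13 at 10 nM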
* hit, by the source's call.

SMILES	tim10-1 inh	UPR XBP1 act	TIM10 inh	tim23-1 inh	Mdm2 MdmX PPI	NALP3 yeast inh	GRIN3A LBD mod	UPR CHOP act	APJ ag
CC(=O)Nc1ccc(C(=O)NNC(=O)Cc2ccccc2)cc1	-5.6	-1.8	-13.3	9.8	-11.0	1.6	-0.9	-0.6	1.2
O=C(NCc1ccc(F)cc1)c1cccs1	11.2	-3.7	-6.6	1.0	16.1	20.5	0.5	0.0	-1.4
COc1ccc(CCNCC(O)Cn2c3ccccc3c3ccccc32)cc1OC (stereo not given)	13.9	8.8	37.4	19.1	92.5*	19.5	-1.9	-0.9	0.1
CCOC(=O)C1(CC2CCCCO2)CCN(S(=O)(=O)c2cc(C)cs2)CC1 (stereo not given)	4.3	1.1	-8.9	34.7	14.6	21.9	-0.6	3.4	-1.1
O=S(=O)(c1ccc(F)c(Cl)c1)N1CCCC1	11.9	3.1	-13.0	-3.7	4.2	14.0	0.0	-1.5	-1.2
CN(C)S(=O)(=O)c1cccc(-c2cn3cc(Cl)ccc3n2)c1	45.3*	3.8	20.8	28.1	-19.2	-79.5	-0.1	2.4	2.7
COc1ccccc1-n1cc(C(=O)N2CCCC(CO)(Cc3ccccc3C)C2)cn1 (stereo not given)	27.2	-1.8	12.1	25.9	20.7	6.3	-3.2	-1.5	-3.4
Cc1cc(N2CCN(C(=O)c3cccs3)CC2)c(F)cc1[N+](=O)[O-]	5.2	-3.1	5.6	23.7	8.0	0.2	0.6	3.7	5.6
NC1=NC[C@H](Cc2ccc(O)cc2)N1CCc1cccc(F)c1	4.9	-0.6	3.6	8.5	7.8	-5.8	1.4	0.1	2.3
Cc1c(CN2CCN(CC(C)(C)C)C(CCO)C2)[nH]c2ccccc12 (stereo not given)	-0.4	-2.4	10.4	7.5	2.4	22.9	0.9	-2.3	3.2
Cc1ccc2c(c1)C1C3CCC(C3)C1S(=O)N2 (stereo not given)	-0.6	-1.1	-4.6	5.6	1.4	2.4	-0.3	2.4	-4.2
COc1cccc(/C=N/N2C(=O)CSC2=S)c1O	21.5	-0.1	14.5	13.0	-24.2	1.2	-4.8	1.0	1.0
O=C(OCc1cc(=O)n2c(n1)sc1ccccc12)c1ccc2c(=O)n3c(nc2c1)CCC3	19.4	-0.5	4.2	-14.0	11.2	-2.7	1.6	-1.8	-6.9
CCOc1cc(C(=O)Nc2ccc3c(c2)OCO3)ccc1OCCOc1ccccc1Cl	4.3	2.0	-22.6	-8.1	7.7	8.0	-2.6	-0.8	0.0
CCOC(=O)C(NCc1ccccc1OC)(NC(C)=O)C(F)(F)F (stereo not given)	-1.8	-0.6	-11.5	10.3	1.2	-0.5	1.7	1.0	-1.0
CCn1c(SCC(=O)N2CCCc3ccccc32)nnc1-c1ccco1	4.7	-1.6	6.8	15.7	14.7	16.6	-0.1	-0.3	-4.4
CCC(=O)c1ccccc1OCCCCn1cncn1	-3.5	-2.3	-10.3	-2.9	16.8	9.7	0.2	0.6	1.7
Cc1ccc(S(=O)(=O)Nc2ccc(Oc3cccnc3)nc2)cc1	4.9	-2.9	-4.8	15.6	13.0	7.6	2.9	0.3	-4.8
O=C(NCCc1ccccc1)C(=O)NCC1OCCN1S(=O)(=O)c1ccc(Br)cc1 (stereo not given)	3.6	-8.6	-11.1	1.9	12.3	11.1	1.8	3.0	7.4
C[C@H](CO)N1C[C@H](C)[C@@H](CN(C)C(=O)Nc2ccccc2)Oc2c(NC(=O)Nc3ccc(C(F)(F)F)cc3)cccc2C1=O	12.8	6.3	-2.5	16.5	41.6	6.4	28.3*	1.9	0.8
c1cn2cc(CN3CCOCC3)nc2s1	3.5	-1.0	0.7	3.9	-9.8	-12.3	-1.1	0.4	-3.2
CCCCC(=O)NC(c1ccco1)c1cc(Cl)c2cccnc2c1O (stereo not given)	32.7	-1.0	-33.4	43.4	63.2*	2.8	-8.8	-1.0	-1.9
COc1ccc(-c2c(-c3cc(OC)cc(OC)c3)n(C)c3ccc(-c4ccc5[nH]ccc5c4)cc23)cc1	22.4	-2.3	-7.0	13.8	4.3	11.4	-1.9	1.6	-1.2
CC(=O)c1c(C)[nH]c(C(=O)CN2CCN(S(=O)(=O)c3ccccc3)CC2)c1C	-5.8	-3.5	4.4	-4.3	15.1	3.5	-2.5	-2.3	5.1
COc1ccc2nc(Cl)c(C3CC(c4ccco4)=NN3C(=O)CCCC(=O)O)cc2c1 (stereo not given)	13.8	-0.4	6.5	12.2	-14.7	6.3	-0.4	0.6	-4.2
COc1ccc(CCN(C)C(=O)c2cccc(S(=O)(=O)NCc3ccccc3)c2)cc1OC	-14.5	-1.7	-25.3	-26.2	22.0	8.8	-0.9	0.0	-2.9
COc1ccc(NC(=O)CS(=O)CC(=O)Nc2ccc(-n3cnnn3)c(C)c2)cc1 (stereo not given)	-11.3	2.1	13.9	-0.9	11.2	0.0	0.6	-0.6	-1.6
Cc1cccc(C)c1OCc1nnc(SCC(=O)Nc2nccs2)n1-c1ccccc1	8.0	11.7	-3.7	-16.6	38.9	7.8	2.9	3.0	-4.1
O=C(N/C(=C/c1ccc(Br)cc1)c1nc2ccccc2[nH]1)c1ccco1	13.9	1.2	13.3	25.1	-22.6	5.3	-4.9	4.2	0.0
N#CCC(=N)N1CCN(c2ccc(Cl)cc2)CC1	17.2	-1.0	1.4	21.2	44.7	1.1	-6.0	-0.5	-2.0
C/C(=N\Nc1ccc(F)cc1F)c1ccc(N2CCOCC2)cc1	-53.7	1.8	-38.8	4.0	-68.2	11.3	1.9	5.5	-1.0
c1ccc(C2=NN(c3ccccc3)CC2)cc1	15.1	0.2	19.8	16.1	-54.7	17.6	1.7	4.2	-5.3
Cc1ccc(CNC(=O)C2(NC(=O)Nc3ccc(C)cc3)CCCCC2)cc1	-3.8	-0.8	-4.1	4.6	19.3	4.1	-5.4	0.8	-3.7
O=C(NOC(=O)c1ccccc1F)c1ccc(OC(F)F)cc1	33.6	2.3	32.5	17.3	19.1	4.6	-1.3	3.8	-1.5
CC(=O)Oc1cc(OC(C)=O)c2c(C)cc(=O)oc2c1	-12.2	-1.6	1.7	-2.6	6.0	1.8	0.7	1.0	-2.2
CC(=O)Nc1ccc(NC(=O)C(C)OC(=O)CCC(=O)c2ccc(F)cc2)cc1 (stereo not given)	18.8	-2.2	-18.8	-5.8	10.3	2.7	1.1	0.3	-1.4
CC(C)c1ccc(C2=C(O)c3ccccc3C(=O)C2=O)cc1	-16.8	1.1	-0.2	25.0	-21.9	34.6	0.9	2.2	-6.0
CC(C)NC(=O)c1ccccc1N(Cc1ccccc1)S(C)(=O)=O	16.0	-2.7	5.0	10.1	15.4	-1.6	-3.9	1.7	-3.1
CS(=O)(=O)c1ccc2sc(NC(=O)c3cc4ccccc4o3)nc2c1	-9.5	-1.1	23.1	5.0	-12.9	11.7	11.3*	5.3	-1.4
CN(Cc1ccccc1)Cc1nc2c(c(=O)n(C)c(=O)n2C)n1Cc1ccc(F)cc1	18.4	3.2	19.3	33.2	-25.5	-0.7	0.8	-1.4	-3.7
Cc1ccc(-c2nnnn2C2C/C(=N\NC(N)=S)C3OCC2O3)cc1 (stereo not given)	13.6	-0.3	0.5	11.9	15.2	15.4	-0.1	-0.1	1.9
O=C(N/N=C/c1cccc([N+](=O)[O-])c1O)C(O)(c1ccccc1)c1ccccc1	9.6	-3.4	13.9	15.7	18.4	22.3	-13.2	2.6	-4.6
CCn1ncc(/C=N/N=C2\CCC3C4CCc5cc(O)ccc5C4CCC23C)c1C (stereo not given)	16.6	2.5	10.4	32.6	50.7*	27.1	-5.6	5.9	6.4
CCN(Cc1ccccc1)C(=O)Cn1c(=O)n(CCC(=O)N2CCCCC2)c(=O)c2sccc21	-0.5	-2.7	3.9	-7.4	-1.5	10.6	-1.5	1.7	-2.8
O=C(O)c1ccc(NC(=O)c2ccc(COc3ccccc3)o2)cc1	10.8	1.4	-3.5	0.3	20.1	4.8	1.7	2.1	-0.8
COc1ccc(S(=O)(=O)NC2CCSc3ccccc32)cc1OC (stereo not given)	12.5	-3.0	-0.6	17.6	21.9	6.9	-1.6	0.1	-0.2
COc1cc(C2C(C#N)=C(N)Oc3c2ccc2ccccc32)ccc1OCC(=O)Nc1ccc(C)cc1 (stereo not given)	9.3	-2.8	5.7	20.1	37.4	11.1	0.9	2.9	0.0
O=C(c1cc(-c2ccco2)on1)N1CCOCC1	7.7	-1.3	1.1	20.7	-59.3	-2.0	-0.5	4.5	3.9
O=C(CCl)N(c1ccccc1)C1CCS(=O)(=O)C1 (stereo not given)	14.1	0.6	-10.0	2.1	99.4*	-6.4	0.2	5.5	4.1
COc1cccc(C=Nc2cc(C)on2)c1O	9.6	-1.9	-3.6	25.6	-5.1	13.6	1.2	1.0	3.3
Cc1ccc(CN2CCC(CNC(=O)Nc3ccccc3F)CC2)cc1	-13.5	-1.5	5.8	0.2	21.0	11.4	2.3	-0.4	-4.0
CC(C)(C)c1ccc(C(=O)NCC(=O)OCc2ccc([N+](=O)[O-])cc2)cc1	28.0	0.1	3.6	16.1	-15.8	12.9	-11.0	-0.1	-0.9
CCOc1ccc(S(=O)(=O)Nc2nc3ccccc3nc2Nc2ccc(N3CCOCC3)cc2)cc1	22.2	-2.9	8.9	24.6	22.3	-19.3	14.6*	2.1	0.0
CCOC(=O)Cc1c(C)nc2c(-c3ccccc3)c[nH]n2c1=O	9.0	-0.8	2.6	9.1	27.3	9.1	-0.6	-0.1	-3.5

Assay outcomes deposited in PubChem BioAssay by Sanford-Burnham Center for Chemical Genomics.
